Screening data from PubChem BioAssay.
GIRK2 activator: GIRK2 channel activators by thallium flux | P48051 | HEK293 GIRK2/NPY4 cells, thallium flux fluorescence | activation (% efficacy), % for hits at 37.5 µM | 34,000 tested, under 10 active;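 active means primary screen hit, no activity in plain HEK293 cells, and in GIRK2-only cells above 5% efficacy rising with concentration; inactive means the rest, including fluorescent compounds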;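 further: efficacy is normalized control-subtracted fluorescence 15 s after thallium addition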
Target sequence (P48051 whole entry, looked up): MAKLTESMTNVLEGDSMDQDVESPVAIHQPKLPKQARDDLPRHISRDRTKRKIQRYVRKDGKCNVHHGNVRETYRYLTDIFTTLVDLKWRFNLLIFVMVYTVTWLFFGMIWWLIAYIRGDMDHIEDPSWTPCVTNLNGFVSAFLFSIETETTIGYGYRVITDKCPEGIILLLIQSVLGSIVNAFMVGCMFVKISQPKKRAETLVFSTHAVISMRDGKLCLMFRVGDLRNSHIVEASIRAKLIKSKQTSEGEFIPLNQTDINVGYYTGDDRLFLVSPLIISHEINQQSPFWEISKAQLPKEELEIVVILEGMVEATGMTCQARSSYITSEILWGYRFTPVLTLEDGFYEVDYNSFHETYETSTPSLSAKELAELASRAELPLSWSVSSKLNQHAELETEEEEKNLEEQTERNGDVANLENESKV
Calls only; i = inactive. A portion of the library; rates above refer to the full screens.

SMILES	GIRK2 activator
COC(=O)c1ccccc1NC(=O)C1CN(c2nc3ccc(OC)cc3s2)C1	i
COc1ccc(CCS(=O)(=O)NCC(C)(O)c2ccc3c(c2)OCO3)cc1 (configuration not stated)	i
Cc1nnsc1C(=O)NCCOc1ccc2nnc(-c3cccc(F)c3)n2n1	i
Cc1ccc(Cl)cc1NC(=O)CCn1cncn1	i
O=C(Cc1ccc(F)cc1)Nc1ccc(N2CCCCC2=O)cc1	i
Cc1ccc(-c2cn(CC(=O)N(C)c3ccccc3)nc2N2CCOCC2)cc1	i
COc1ccc(S(=O)(=O)N2CCOCC2)cc1C(=O)Nc1cccc(C(F)(F)F)c1	i
Cc1nn(C2CCS(=O)(=O)C2)c2nc(-c3ccco3)cc(C(=O)Nc3ccc4c(c3)OCO4)c12 (configuration not stated)	i
Cc1cc(NC(=O)c2cccs2)n(-c2nc(-c3ccccc3)cs2)n1	i
O=S(=O)(NCCCN1CCOC(c2ccccc2)C1)c1cc(Cl)ccc1Cl (configuration not stated)	i
COc1ccc(S(=O)(=O)CCCC(=O)Nc2sc3c(c2C#N)CCC(C)C3)cc1 (configuration not stated)	i
Cc1ccccc1-c1cn(CC(=O)NCCc2ccc(Cl)cc2)nc1N1CCOCC1	i
O=C(CCCn1nc(-c2ccc(Cl)cc2)ccc1=O)NCc1ccc(F)cc1	i
O=C(/C=C/c1ccccc1)NCC1CCN(Cc2ccsc2)CC1	i
O=C(C1CCCC1)N1CCc2ccc(NS(=O)(=O)CCc3ccccc3)cc21	i
Cc1ccc(CNC(=O)C2CCN(c3ncnc4c3sc3ncccc34)CC2)o1	i
Cc1ccc(C)c(N2CCN(c3ccc(S(=O)(=O)C(C)C)nn3)CC2)c1	i
Cc1nc(-c2cccc(F)c2)sc1CCNC(=O)Nc1cccs1	i
O=C(NCC1CCN(Cc2cccs2)CC1)C(=O)Nc1cccc(F)c1	i
CC(C)c1ccc(NC(=O)C2CCN(c3cnc4ccccc4n3)CC2)cc1	i

Another view of some results above.
SMILES | GIRK2 activator
Cc1ccc(C)c(N2CCN(c3ccc(S(=O)(=O)C(C)C)nn3)CC2)c1 | i
Cc1nc(-c2cccc(F)c2)sc1CCNC(=O)Nc1cccs1 | i

(cont.)
SMILES	GIRK2 activator
COC(=O)c1ccc(NC(=O)c2ccc(S(=O)(=O)NCc3cccnc3)o2)cc1	i
CCCCNC(=O)c1snc(-c2ccc(OC)cc2)c1N	i
COc1cc(N2CCC(C(=O)Nc3ccc(OC)c(OC)c3)CC2)ncn1	i
O=C(Nc1ccc(N2CCCCC2=O)cc1)c1ccc(Cl)cc1Cl	i
COc1ccc(CCC(=O)N2CCN(C(=O)c3cnn4ccccc34)CC2)cc1	i
CCSc1nnc(NC(=O)C2CN(c3nc4ccc(OC)cc4s3)C2)s1	i
O=C(NCC(F)(F)F)c1nc(-c2cnccn2)no1	i
O=C(CN1C(=O)c2ccccc2S1(=O)=O)NC1CCCCCC1	i
COc1ccc(NC(=O)Cn2c(=O)n(C3CC3)c(=O)c3nscc32)cc1Cl	i
Cc1c(C(=O)Nc2ccc(-c3ccc(=O)n(C)n3)cc2)cccc1[N+](=O)[O-]	i

In the list so far, 4 have two or more sulfur atoms.
SMILES	GIRK2 activator
Cc1cc(NC(=O)c2cccs2)n(-c2nc(-c3ccccc3)cs2)n1	i
COc1ccc(S(=O)(=O)CCCC(=O)Nc2sc3c(c2C#N)CCC(C)C3)cc1 (configuration not stated)	i
Cc1nc(-c2cccc(F)c2)sc1CCNC(=O)Nc1cccs1	i
CCSc1nnc(NC(=O)C2CN(c3nc4ccc(OC)cc4s3)C2)s1	i

(list continues)
SMILES	GIRK2 activator
COc1ccc(-c2csc(-n3nc(C)cc3NC(=O)C(C)Oc3ccccc3)n2)cc1OC (configuration not stated)	i
Cn1nc(NC(=O)CSCc2ccccc2)c2c1NC(=O)CC2c1cccs1 (configuration not stated)	i
O=C(/C=C/c1cccs1)Nc1nnc(-c2ccc(Br)s2)o1	i
CCn1c(=NC(=O)c2ccnn2C)sc2cc(Cl)ccc21	i
COc1ccc(CC(=O)Nc2ccc(N3CCCC3=O)cc2)cc1	i
CC(C)(C)CC(C)(C)c1ccc(OCC(=O)Nc2nccs2)cc1	i
Cc1ccc(NCc2cc3cc4c(cc3n(CC(=O)Nc3cc(F)ccc3F)c2=O)OCCO4)cc1	i
COc1ccc2nc(-c3ccc(NS(=O)(=O)c4cc(Cl)ccc4OC)cc3)cn2n1	i
Cc1ccccc1-c1noc(Cn2c(=O)n(Cc3ccc4c(c3)OCO4)c(=O)c3sccc32)n1	i
COc1ccc(-c2nc3nc(-c4ccccc4OC)cc(C(=O)O)c3[nH]2)cc1	i
O=C(NCCOc1ccc(F)cc1)C1CN(C(=O)c2c[nH]c3ccccc23)C1	i
O=C(NCC1(O)CCCC1)c1c(F)cccc1Cl	i
O=C(NCCC(O)c1ccco1)Nc1cccs1 (configuration not stated)	i
Cc1ccc(-c2nsc(C(=O)N3CCCC(C)C3)c2N)cc1 (configuration not stated)	i
CC(C)(C)NC(=O)N1CCC(CNC(=O)Nc2ccc3c(c2)OCO3)CC1	i
COCc1cc(=O)[nH]c2cc(NC(=O)Cn3cnc4ccccc4c3=O)ccc12	i
CSc1ccccc1NC(=O)C1CCCCN1S(C)(=O)=O (configuration not stated)	i
COc1ccc(C(=S)N2CCN(C(=S)c3ccccn3)CC2)cc1	i
COc1ccc(S(=O)(=O)NCC2CCN(Cc3cccs3)CC2)cc1Cl	i
CN(CC(=O)NCC#CCOc1cccc(C(F)(F)F)c1)S(C)(=O)=O	i
Cn1nccc1C(=O)Nc1nnc(-c2ccc3c(c2)OCCO3)o1	i
O=C(Nc1cccnc1)c1ccc(S(=O)(=O)Nc2ccc(OC(F)(F)F)cc2)o1	i
COc1ccc(NC(=O)Nc2ccc3c(c2)N(C(=O)c2ccccc2)CCC3)cc1OC	i
COc1cc(C)c(S(=O)(=O)NCCOc2ccc(-c3ccc(F)cc3)nn2)cc1C	i
Cn1ccnc1N1CCN(CC(=O)NCCc2ccccc2)CC1	i
CCOc1ccc(S(=O)(=O)NCCNc2ccc(Nc3cccc(C)n3)nn2)cc1	i
O=C(O)CCN1CCN(Cc2ccc(Cl)cc2)CC1	i
COc1ccc(CNC(=O)Nc2ccc3c(c2)CC(=O)N3)cc1OC	i
O=C(NCC1CCN(C(=O)Nc2ccc(F)cc2)CC1)C(=O)Nc1ccc2c(c1)OCO2	i
Cc1ccc(CNC(=O)CSc2nc(=O)n(CCCO)c3c2CCC3)cc1	i
Cc1ccc(-c2nnc(NC(=O)C3CCCN3S(C)(=O)=O)o2)cc1 (configuration not stated)	i
O=C(Cc1csc(Nc2ccccc2)n1)Nc1nc2ccccc2s1	i
Cc1csc(COc2ccc(C(=O)Nc3cccc4nsnc34)cc2)n1	i
COc1ccc(NC(=O)Cn2cc(OC)c(=O)cc2CSc2nnc(C)s2)cc1	i
O=[N+]([O-])c1ccc(-c2ccc(SCc3cccnc3)nn2)cc1	i
Cc1cc(C)n(-c2ccc(N3CCCC(C(=O)NCc4cccnc4)C3)nn2)n1 (configuration not stated)	i
COc1ccc(-c2cc3c(=O)n(Cc4nc(-c5ccc(OC)c(OC)c5)no4)ccn3n2)cc1	i
CN1CCN(NC(=O)Nc2cn(C)c3ccccc23)CC1	i
CNC(=O)Cn1nnn(-c2ccc(NC(=O)C(C)Oc3ccccc3)cc2)c1=O (configuration not stated)	i
C=CCN1C(=O)SC(CC(=O)Nc2ccc(Br)cc2)C1=O (configuration not stated)	i
NC(=O)c1ccc(NC(=O)C2CCN(c3ccc(-c4cccs4)nn3)CC2)cc1	i
CN1CCN(c2oc(-c3ccco3)nc2S(=O)(=O)c2ccc(Cl)cc2)CC1	i
NCC1COC2(CCCCC2)O1 (configuration not stated)	i
Cc1cccc(Cn2c(=O)c3nscc3n(CC(=O)Nc3ccccc3C)c2=O)c1	i
O=C(NCCCN1CCCCC1)c1ccc2c(=O)n(Cc3ccc(Cl)cc3)c(=S)[nH]c2c1	i
CN1CCN(c2ccc(N3CCN(S(=O)(=O)c4cccc([N+](=O)[O-])c4)CC3)nn2)CC1	i
Cn1c(=O)n(C)c2cc(S(=O)(=O)N(Cc3ccco3)C(=O)c3ccccc3Cl)ccc21	i
O=c1ccc(-c2ccncc2)nn1CCNS(=O)(=O)c1ccc(F)cc1F	i
CC(C)c1cc(=O)[nH]c(-n2nc(-c3ccco3)cc2NC(=O)c2cc(-c3ccco3)on2)n1	i
COC1CCN(S(=O)(=O)c2cccc(F)c2)CC1	i

5 records picked at random from those above, as already listed:
SMILES	GIRK2 activator
Cc1cccc(Cn2c(=O)c3nscc3n(CC(=O)Nc3ccccc3C)c2=O)c1	i
NC(=O)c1ccc(NC(=O)C2CCN(c3ccc(-c4cccs4)nn3)CC2)cc1	i
O=c1ccc(-c2ccncc2)nn1CCNS(=O)(=O)c1ccc(F)cc1F	i
COC1CCN(S(=O)(=O)c2cccc(F)c2)CC1	i
CC(C)c1cc(=O)[nH]c(-n2nc(-c3ccco3)cc2NC(=O)c2cc(-c3ccco3)on2)n1	i

The list continues:
SMILES	GIRK2 activator
Cc1noc(C)c1S(=O)(=O)NCC(c1ccco1)N1CCOCC1 (configuration not stated)	i
COc1ccc(S(=O)(=O)N2CCN(c3cc(-n4ccnc4)ncn3)CC2)c(C)c1C	i
CC(C)(C)c1ccc(NC(=O)N2CCN(c3ccc(-c4ccco4)nn3)CC2)cc1	i
O=S(=O)(c1ccccc1)c1nc(-c2ccccc2)oc1NCCCn1ccnc1	i
COc1ccc(CNC(=O)Cn2nc3c(c2NC(=O)c2ccc([N+](=O)[O-])o2)CSC3)cc1	i
COc1cccc(C(=O)N2CCN(c3nccn3C)CC2)c1OC	i
Clc1cccc(Cl)c1Cn1cnc2ccccc21	i
COc1ccc(C(=O)NCc2nc(C)no2)c(OC)c1	i
O=C(Nc1ccc2ncsc2c1)c1ccc(S(=O)(=O)N2CCc3ccccc3C2)cc1	i
CCOC(=O)c1sc(=NC(=O)C2CCCN(S(C)(=O)=O)C2)n(C)c1C (configuration not stated)	i
CNC(=O)C(=O)Nc1ccc(Cl)c(N2CCCS2(=O)=O)c1	i
CCc1ccc(S(=O)(=O)NCCCn2nc(-c3ccc(OC)cc3)ccc2=O)s1	i
O=C(NCCC(O)c1ccco1)C(=O)NCc1ccc2c(c1)OCO2 (configuration not stated)	i
COc1cccc(NC(=O)CSc2ncnc3c2nnn3C)c1	i
COc1ccccc1C(=O)Nc1cccc(Oc2ccc(C)nn2)c1	i
COc1ccc(-c2cc(C(=O)O)c3[nH]c(C)nc3n2)cc1	i
CN(C)C(CNC(=O)c1ccc([N+](=O)[O-])cc1)c1cccs1 (configuration not stated)	i
O=C(Cc1ccccc1)NCCn1ncc2c(N3CCOCC3)ncnc21	i
CC(=O)c1ccc(NC(=O)C2Oc3ccccc3OC2C)cc1 (configuration not stated)	i
CCS(=O)(=O)c1ccc(C(=O)N(CCN2CCOCC2)c2nc3c(F)cccc3s2)cc1	i
COc1ccccc1CC(=O)NC1(c2nc(-c3ccsc3)no2)CCCCC1	i
Cc1ccc(C2(c3ccc(C)o3)CCCCC2)o1	i
Cc1ccc(NC(=O)c2ccc(OC(C)C)cc2)cc1N1CCCCC1=O	i
Cc1cc(C)n(-c2cc(N3CCN(C(=O)Nc4cccc(F)c4C)CC3)nc(C)n2)n1	i
COCCn1c(=O)c2c(nc(-n3nc(C)cc3C)n2Cc2ccccc2)n(C)c1=O	i
CCOc1ccc(CCNC(=O)Cn2cnc3c(sc4cccc(F)c43)c2=O)cc1OCC	i
N#CC(c1ccccn1)N1CCOCC1 (configuration not stated)	i
Cc1sc(NC(=O)c2cccc(S(=O)(=O)C(C)C)c2)c(C#N)c1C	i
CCc1nnsc1C(=O)Nc1sc2c(c1C(=O)NCC1CCCO1)CCCC2 (configuration not stated)	i
CC(O)(CNC(=O)Nc1cccs1)C1CC1 (configuration not stated)	i

A draw from above in order of molar mass, ascending.
SMILES	GIRK2 activator
N#CC(c1ccccn1)N1CCOCC1 (configuration not stated)	i
Cc1ccc(C2(c3ccc(C)o3)CCCCC2)o1	i
COCCn1c(=O)c2c(nc(-n3nc(C)cc3C)n2Cc2ccccc2)n(C)c1=O	i
CCc1nnsc1C(=O)Nc1sc2c(c1C(=O)NCC1CCCO1)CCCC2 (configuration not stated)	i
CCOc1ccc(CCNC(=O)Cn2cnc3c(sc4cccc(F)c43)c2=O)cc1OCC	i

Remaining list, next part:
SMILES	GIRK2 activator
Cn1nc(-c2ccccc2)cc1C(=O)NCCn1nc(-n2cccn2)ccc1=O	i
COCC(=O)Nc1ccc2c(c1)N(C(=O)c1cccs1)CC2	i
O=C(NCCOc1ccc(F)cc1)c1ccccc1Cl	i
CCc1ccc(Oc2cc(N3CCC(C(=O)NCCc4ccccn4)CC3)ncn2)cc1	i
CC1Cc2ccccc2N1C(=O)Cc1cc(-c2cccs2)on1 (configuration not stated)	i
Cn1c(=O)[nH]c(=O)c2c1nc(N1CCCc3ccccc31)n2CC(=O)O	i
CCCCc1ccc(NC(=O)CN(Cc2ccc(OC)cc2)S(=O)(=O)c2cccnc2)cc1	i
COc1ccccc1N1CCN(C(=O)CCc2sc(C)nc2-c2cccs2)CC1	i
COC(=O)c1ccc(CN(c2cccc(F)c2)S(=O)(=O)c2ccc3nnc(C)n3c2)o1	i
CC(C)CC(=O)Nc1ccc2c(c1)CCCN2C(=O)c1cccs1	i
CSc1ccccc1NC(=O)C(=O)NCC1CCN(S(C)(=O)=O)CC1	i
COc1ccccc1N1CCN(S(=O)(=O)c2cccc(F)c2)CC1	i
CSc1ccccc1CN1CCC(CNC(=O)C(=O)Nc2cccc(Cl)c2C)CC1	i
O=C(Nc1cccc2nsnc12)C1CCCN(c2cc(-n3cccn3)ncn2)C1 (configuration not stated)	i
O=C(Nc1cccc(-c2cnc3n2CCC3)c1)c1ccc2c(c1)OCO2	i
COc1ccc(S(=O)(=O)NCC(c2cccs2)N2CCc3ccccc3C2)cc1 (configuration not stated)	i
Cc1cc(C)cc(NC(=O)NC2CNC(=O)C2)c1 (configuration not stated)	i
COc1ccc(S(=O)(=O)NCC(c2cccn2C)N(C)C)c(C)c1 (configuration not stated)	i
COc1ccc(NC(=O)Cn2cc(-c3nc(-c4ccc(C)cc4)no3)c(=O)c3ccc(C)nc32)cc1	i
COc1ccc2cc(-c3csc(NC(=O)CN4C(=O)c5ccccc5C4=O)n3)oc2c1	i
COc1ccc(Cl)cc1NC(=O)C(=O)NCCCN1CCOC(c2ccccc2)C1 (configuration not stated)	i
